# Screens from PubChem BioAssay.
# NTR1 ag = NTR1-driven beta-arrestin-GFP spot formation – imaging, U2OS cells, high content, primary screen (AID 493036). P30989. agonist mode. activation, % at 20 µM. hit rate 0.17% among 330,000;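 active = activation at or above 40% of the spot to cytoplasm intensity ratio, with at least 20 cells analyzed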;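 also: 0% = DMSO without peptide and 100% = 100 nM NTR1 peptide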
# Target sequence (P30989 whole entry, looked up): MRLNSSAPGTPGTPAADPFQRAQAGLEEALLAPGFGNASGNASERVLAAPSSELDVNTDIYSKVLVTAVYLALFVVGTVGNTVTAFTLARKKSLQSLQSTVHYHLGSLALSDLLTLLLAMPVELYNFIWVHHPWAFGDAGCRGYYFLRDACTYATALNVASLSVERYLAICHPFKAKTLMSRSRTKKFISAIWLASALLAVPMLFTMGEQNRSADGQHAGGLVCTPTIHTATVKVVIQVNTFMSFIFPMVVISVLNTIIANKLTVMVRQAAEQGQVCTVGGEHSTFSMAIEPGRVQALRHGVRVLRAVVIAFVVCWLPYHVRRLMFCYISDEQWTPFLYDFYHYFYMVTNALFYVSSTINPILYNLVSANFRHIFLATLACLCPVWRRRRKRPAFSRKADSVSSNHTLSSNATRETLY
# SV40 large T antigen = SV40 large T antigen inhibitors, biochemical (AID 1903); SV40 large T antigen ATPase/helicase inhibition assay; higher % means a stronger effect; hit rate 0.39% among 310,000; one-dose inhibition, % at 20 µM; IC50 in µM for titrated hits; in the data active = a potency from the dose series; also: strong numbers were not always called active
# Siah-1 displacement = blockers of Siah-1 interaction with plectin peptide – biochemical, fluorescence polarization, rhodamine-plectin, uHTS, primary screen (AID 1817). hit rate 0.02% among 290,000. displacement, % at 20 µM; hits with a dose series show IC50 in µM. Siah-1 / rhodamine-plectin peptide fluorescence polarization; higher % means a stronger effect;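 active = displacement of at least 50% at 20 µM, with a fluorescence ratio check between 0.3 and a set limit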;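 also: plate controls were Siah plus tracer with DMSO for no effect and tracer alone without Siah for full effect; strong numbers were not always called active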
# RSV antiviral HEp-2 = inhibition of RSV-induced cytopathic effect – HEp-2 cells, primary 10 µM value included (AID 2391). HEp-2 cells, RSV-induced CPE inhibition; higher % means a stronger effect. one-dose CPE inhibition, % at 10 µM; IC50 in µM for titrated hits. hit rate 0.13% among 310,000; in the data active = a potency from the dose series; also: strong numbers were not always called active
# NS5 inhibitors = Dengue-2 NS5 methyltransferase inhibitors, primary screen, biochemical, confirmation dose response (AID 588689); Dengue-2 NS5 methyltransferase capping enzyme assay, biochemical; higher % means a stronger effect; one-dose inhibition, % at 25 µM; IC50 in µM for titrated hits; hit rate 0.3% among 340,000; in the data active = a potency from the dose series
# AID2073 = inhibitors of Mint1-CaV2.2 protein interaction, biochemical, HTRF (AID 2073); hit rate 0.19% among 290,000; HTRF protein-protein interaction, Mint1-CaV2.2; higher % means a stronger effect; inhibition, % at 20 µM; hits with a dose series show IC50 in µM; in the data active = inhibition mostly above about 51%, no sharp cut-off; also: some results filed as inactive read as strong as hits
# MgcRacGAP inhibition = MgcRacGAP GTPase-activating activity inhibitors, confirmation, biochemical, ADP Hunter fluorescence; inhibition, % at 30 µM, or IC50 in µM where a hit was titrated; MgcRacGAP-stimulated Rac1 GTP hydrolysis, ADP Hunter fluorescence; higher % means a stronger effect; GST-tagged Rac1 F28L mutant substrate; hit rate 0.6% among 340,000;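 active = first-screen hits whose inhibition reached a set limit at any dose in the follow-up dose series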;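 also: fluorescence reports GDP produced by GAP-driven GTP hydrolysis; strong numbers were not always called active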
# West Nile virus CPE = West Nile virus antiviral activity, cell-based, CPE readout (AID 1621); West Nile virus-infected cells, CPE inhibition; higher % means a stronger effect; CPE inhibition, % at 10 µM; hits with a dose series show IC50 in µM; hit rate 0.02% among 290,000; in the data active = a potency from the dose series; also: strong numbers were not always called active
# UTI89 phage lysis = protection from phage-mediated lysis, alamar blue read-out – E. coli UTI89, K1F phage, bacterial capsule biogenesis inhibitors (AID 488966) | E. coli UTI89 K1F phage lysis, alamar blue, 2 h; higher % means a stronger effect | inhibition, % at 100 µM, or IC50 in µM where a hit was titrated | hit rate 0.02% among 340,000;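 active = phage lysis inhibition, versus mean bacterial control, above a set limit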;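 also: capsule biogenesis inhibitors block K1F phage lysis so surviving cells raise fluorescence; higher fluorescence means more inhibition of phage lysis; actives were called in the ten point dose series up to 300 µM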
# NTR1 ag cell count 20 µM = also measured in NTR1 ag; calls as there; cell count; measured here: cell count, cytotoxicity flag
# NS5 inhibitors pilot replicate = also measured in NS5 inhibitors; calls as there; inhibition, %; measured here: pilot screen replicate inhibition
# Starred values were filed as active, the others as inactive; / = not tested or not shown; [ ] = remark or other dose.
# The first 5 entries, ahead of the listing:
SMILES,NTR1 ag,NTR1 ag cell count 20 µM,SV40 large T antigen,Siah-1 displacement,RSV antiviral HEp-2,NS5 inhibitors,AID2073,MgcRacGAP inhibition,West Nile virus CPE,UTI89 phage lysis,others
O=C(CCNC(=O)c1ccc(Br)cc1)NCc1ccco1,-0.3,45,14%,/,-0.1%,-4%,/,2%,/,0.9%[50 µM],
Cc1nc([N+](=O)[O-])cn1-c1ccc(N)cc1,0.5,54,-1%,0%,1.1%,-3%,-4%,10%,0.0%,2.3%,
O=C1/C(=C/c2ccc([N+](=O)[O-])cc2)C=C(c2ccccc2)N1c1ccccc1,2.0,56,-10%,-4%,0.0%,0%,18%,15%,-0.7%,0.1%,
COc1cc(NC(=O)c2cccs2)c(OC)cc1NC(=O)Cc1ccccc1,2.0,49,2%,-6%,4.6%,-2%,6%,-4%,0.8%,-0.7%,
CC1(C)c2[nH]c3ccccc3c2C[C@H]2C(=O)N(CCCO)CC(=O)N21,0.5,88,23%,0%,1.2%,-10%,9%,12%,-0.3%,0.3%,

# The whole of this part (from the top)
SMILES,NTR1 ag,NTR1 ag cell count 20 µM,SV40 large T antigen,Siah-1 displacement,RSV antiviral HEp-2,NS5 inhibitors,AID2073,MgcRacGAP inhibition,West Nile virus CPE,UTI89 phage lysis,others
O=C(CCNC(=O)c1ccc(Br)cc1)NCc1ccco1,-0.3,45,14%,/,-0.1%,-4%,/,2%,/,0.9%[50 µM],
Cc1nc([N+](=O)[O-])cn1-c1ccc(N)cc1,0.5,54,-1%,0%,1.1%,-3%,-4%,10%,0.0%,2.3%,
O=C1/C(=C/c2ccc([N+](=O)[O-])cc2)C=C(c2ccccc2)N1c1ccccc1,2.0,56,-10%,-4%,0.0%,0%,18%,15%,-0.7%,0.1%,
COc1cc(NC(=O)c2cccs2)c(OC)cc1NC(=O)Cc1ccccc1,2.0,49,2%,-6%,4.6%,-2%,6%,-4%,0.8%,-0.7%,
CC1(C)c2[nH]c3ccccc3c2C[C@H]2C(=O)N(CCCO)CC(=O)N21,0.5,88,23%,0%,1.2%,-10%,9%,12%,-0.3%,0.3%,
Cc1ccc(C(=O)COC(=O)CCCC(=O)NC2CCCCC2)cc1[N+](=O)[O-],-0.2,61,0%,4%,2.3%,-3%,4%,1%,-0.4%,0.7%[50 µM],
COc1ccc(-n2c(Cc3cc(=O)[nH]c(=O)[nH]3)nnc2SCc2ccccc2)cc1,-0.6,61,4%,-2%,1.1%,-1%,6%,2%,0.0%,2.7%,
COc1ccc(CNC(=O)CC(C)CC2=NS(=O)(=O)c3ccccc3N2)cc1 (stereo unspecified),-2.7,59,/,-3%,1.0%,-1%,6%,6%,-0.1%,-1.1%,
CC(C)(C)C(=O)O/N=C1/C(=O)N(c2ccccc2)c2ccccc21,6.1,79,2%,10%,40%,-7%,-2%,3%,0.3%,3.0%[50 µM],
CC(C)(C)NC(=O)C(c1ccc(F)cc1)N(Cc1ccco1)C(=O)CCC(=O)Nc1nccs1 (stereo unspecified),-0.1,60,-1%,-4%,0.1%,8%,10%,1%,0.1%,0.0%,
CCCC(=O)Nc1cccc(S(=O)(=O)N(C)c2ccccc2)c1,3.2,39,7%,5%,4.0%,-4%,-3%,7%,-0.8%,2.1%,
C/C(=C\C(=O)c1ccc(Br)cc1)NCc1ccc(C)cc1,0.9,58,12%,3%,20%,-8%,8%,7%,-0.2%,0.5%,
COc1ccc(Cn2nnc(C(=O)Nc3ccc4c(c3)OCCO4)c2N)cc1Br,1.4,42,7%,0%,1.5%,0%,1%,-11%,0.7%,0.0%,
CCCC(=O)n1nc(-c2ccco2)nc1N,-0.4,32,8%,-1%,0.7%,-1%,5%,10%,1.3%,0.5%,
CC(=O)Nc1ccc(NC(=O)c2ccc(NS(=O)(=O)c3cc(C(C)(C)C)ccc3C)cc2)cc1,2.1,71,10%,-3%,1.9%,2%,8%,-19%,0.4%,0.1%,
COc1ccc(S(=O)(=O)Nc2ccc(S(=O)(=O)NCC3CCCO3)cc2)cc1 (stereo unspecified),-1.8,61,3%,5%,1.2%,7%,-6%,2%,-0.2%,0.3%,
COc1ccc(OCC(O)Cn2c(Br)nc3c2c(=O)[nH]c(=O)n3C)cc1 (stereo unspecified),2.4,41,-1%,9%,0.5%,-3%,3%,15%,0.3%,0.9%,
COC(=O)c1cc(NS(=O)(=O)c2cccs2)cc(NS(=O)(=O)c2cccs2)c1,-0.3,58,/,/,/,-1%,/,6%,/,0.2%[50 µM],
CC(OC(=O)COc1ccc(C#N)cc1)C(=O)c1ccccc1 (stereo unspecified),-0.3,59,/,/,2.0%,-5%,/,-2%,/,0.5%[50 µM],
C=CCn1c(SCC(=O)Nc2ccc3c(c2)OCCO3)nc2cc(C(=O)O)ccc2c1=O,-1.3,82,/,/,1.0%,-4%,/,2%,/,0.3%[50 µM],
Cc1sc(NC(=O)c2ccco2)c(C(c2ccncc2)N2CCOCC2)c1C (stereo unspecified),-0.2,88,0%,-3%,6.2%,31%,4%,10%,0.5%,-1.4%,
CC(=O)c1ccc(N2C(=O)CC(N3CCN(S(=O)(=O)c4cc(C)ccc4C)CC3)C2=O)cc1 (stereo unspecified),1.3,47,/,/,/,-2%,/,0%,/,-0.4%,
COc1ccc(CNC(=O)c2csc(Cc3ccc(OC)cc3)n2)cc1,0.4,50,7%,4%,2.7%,-3%,6%,4%,-0.2%,0.2%,
C=CCOC(=O)C1=C(C)Nc2ncnn2C1c1cccs1 (stereo unspecified),-1.3,63,-1%,-4%,0.4%,-8%,17%,0%,0.3%,-1.2%,
Cc1nc2ccccn2c1C(=O)NNC(=S)Nc1ccccc1,1.4,45,30%,0%,16%,-10%,-16%,12%,0.6%,-0.4%,
Cc1cc(C(=O)CN2C(=O)NC(C)(c3ccccc3)C2=O)c(C)n1CC1CCCO1 (stereo unspecified),0.2,32,1%,10%,1.8%,5%,7%,7%,-0.1%,2.3%[50 µM],
CCOc1ccc(-c2noc(CCCC(=O)NC3CCCCC3)n2)cc1OC,-1.6,58,10%,6%,7.5%,-11%,7%,2%,-0.6%,0.2%,
COc1ccc(NC(=O)C(=O)c2cn(CC(=O)N3CCOCC3)c3ccccc23)cc1OC,-0.2,56,13%,-2%,2.0%,-4%,14%,1%,1.2%,0.2%,
NC(=O)[C@@H]1CCCNc2c(F)cc([N+](=O)[O-])cc2C(=O)N[C@@H](CCC(=O)O)C(=O)N[C@@H](CO)C(=O)N1,0.1,81,4%,2%,0.2%,-3%,-18%,2%,0.2%,-0.2%,
COc1ccc(CC2NCCC3=CC(=O)CCC32)cc1O (stereo unspecified),0.0,60,10%,/,-1.2%,2%,/,8%,0.1%,0.6%,
CCCCOc1ccc(CN2CCC(O)CC2)cc1,0.3,76,23%,2%,-0.7%,-9%,9%,11%,-0.3%,-0.3%,
COc1ccc(Br)cc1S(=O)(=O)n1c([N+](=O)[O-])cnc1C,0.5,58,-1%,-3%,0.2%,-5%,4%,12%,-0.3%,0.3%,
CC(C(=O)Nc1cccnc1)n1cc([N+](=O)[O-])cn1 (stereo unspecified),-1.1,55,4%,6%,1.6%,-1%,7%,11%,-0.1%,0.3%,
O=C(CN1C(=O)COc2ccccc21)N1CCN(c2ccccc2F)CC1,0.5,49,0%,-2%,2.1%,3%,-10%,5%,-0.6%,0.5%[50 µM],
CCOC(=O)CSc1n[nH]c(-c2ccco2)n1,3.3,61,3%,-3%,-0.2%,-2%,-8%,5%,-0.2%,2.6%,
CCCN1C2CCCC1CC(NC(=O)c1ccc(OC)cc1)C2 (stereo unspecified),0.5,45,1%,-6%,-0.8%,4%,8%,11%,-0.4%,0.3%,NS5 inhibitors pilot replicate=1.8
Cc1ccc(C)c(NC(=O)C(c2ccccc2)N2CCOCC2)c1 (stereo unspecified),-0.6,73,2%,-2%,2.1%,2%,2%,8%,-0.7%,0.1%,
O=C(NC(Cc1ccccc1)C(=O)O)OCC1c2ccccc2-c2ccccc21 (stereo unspecified),0.7,77,11%,-1%,5.0%,-5%,10%,6%,0.8%,0.1%,
CCOC(=O)COc1cc(OCC(=O)OCC)c2c(=O)cc(-c3ccccc3)oc2c1,2.8,49,3%,1%,0.9%,-4%,18%,8%,0.2%,7.7%,
O=C(O)c1ccc(NS(=O)(=O)c2cc(C(=O)O)ccc2Br)cc1,-0.4,45,4%,9%,0.4%,6%,7%,-4%,0.5%,0.8%,
O=C(NCc1ccccc1Cl)C1CCCN(S(=O)(=O)c2cnc[nH]2)C1 (stereo unspecified),-0.4,68,-1%,4%,1.6%,1%,-6%,1%,0.5%,-0.9%,
Cn1ccnc1CC(O)(c1ccccc1)c1ccccc1,0.0,43,7%,6%,1.4%,-7%,-6%,12%,-1.3%,-0.4%,
CCc1cc2c(=O)c(Oc3ccccc3)c(C)oc2cc1O,1.0,72,8%,1%,8.5%,-3%,34%,5%,1.0%,-0.2%,
O=C(O)CN1C(=O)/C(=C\c2cccc(OC(=O)c3ccco3)c2)SC1=S,0.3,34,16%,-4%,-0.3%,2%,28%,10%,0.1%,-0.2%,
CCCC[n+]1c(C)sc2ccc(C)cc21,0.7,77,/,0%,0.4%,/,-8%,9%,0.1%,0.5%,
O=C1CSC(=S)N1/N=C/c1cccc(C(F)(F)F)c1,0.4,68,10%,-6%,0.4%,-15%,15%,4%,0.4%,0.0%,
CCOc1ccccc1NC(=O)CNC(=O)CNC(=O)Cc1ccccc1,-0.3,44,11%,-1%,1.5%,7%,3%,8%,1.0%,1.4%[50 µM],
O=C(O)Cn1c(=O)c2c3c(sc2n(Cc2ccc(Cl)cc2Cl)c1=O)CCCC3,/,/,19%,2%,8.5%,22%,2%,0%,0.7%,-1.4%[50 µM],
O=C([O-])c1ccccc1-[n+]1c(-c2ccccc2)cc(-c2ccccc2)cc1-c1ccccc1,0.9,50,13%,/,5.8%,7%,/,6%,/,-1.4%,
COc1ccc(C(=O)OCc2ccc(C)cc2)cc1S(=O)(=O)N1CCOCC1,1.1,61,/,/,2.3%,-1%,/,5%,/,0.1%[50 µM],
# Further entries follow:
SMILES,NTR1 ag,NTR1 ag cell count 20 µM,SV40 large T antigen,Siah-1 displacement,RSV antiviral HEp-2,NS5 inhibitors,AID2073,MgcRacGAP inhibition,West Nile virus CPE,UTI89 phage lysis,others
NC(=O)C1CCN(C(=O)/C=C/c2ccco2)CC1,-0.7,73,2%,-4%,1.8%,-2%,42%,9%,0.1%,0.5%,
Cc1cccc(N2CCN(C(=O)c3ccc4ncsc4c3)CC2)c1C,/,/,13%,4%,/,-10%,-25%,0%,/,5.9%,
CN1CCN(c2nc(-c3ccco3)cc(C(F)(F)F)n2)CC1,2.7,69,-4%,4%,-0.4%,-3%,-1%,2%,0.0%,1.2%,
CC(=O)N1CC2(C)CN(C(C)=O)CC(C)(C1)C2=O,-0.6,49,/,0%,1.2%,3%,3%,13%,-0.1%,3.5%,
CCOC(=O)C1CCN(C(=O)c2oc3ccc(S(=O)(=O)N4CCCCCC4)cc3c2C)CC1,4.4,75,17%,1%,45%,-8%,3%,7%,0.4%,-0.1%,
Cc1ccc(C)c(NC(=O)COC(=O)CC2CC3CCC2C3)c1 (stereo unspecified),2.1,55,/,/,/,-2%,/,0%,/,-3.9%,
